Bioassay records deposited in PubChem BioAssay by several laboratories.
TNAP act hi DEA – TNAP (human) activation, high acceptor | AID 1136 | 200,000 tested, under 10 active | activation factor at 20 µM | purified TNAP, CDP-star luminescence, 1 M DEA, 30 min; stronger effect = higher value; 0 = EDTA background, 1 = DMSO-only activity;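 active = activation factor at least 2 at 20 µM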
Target sequence (P05186 whole entry, looked up): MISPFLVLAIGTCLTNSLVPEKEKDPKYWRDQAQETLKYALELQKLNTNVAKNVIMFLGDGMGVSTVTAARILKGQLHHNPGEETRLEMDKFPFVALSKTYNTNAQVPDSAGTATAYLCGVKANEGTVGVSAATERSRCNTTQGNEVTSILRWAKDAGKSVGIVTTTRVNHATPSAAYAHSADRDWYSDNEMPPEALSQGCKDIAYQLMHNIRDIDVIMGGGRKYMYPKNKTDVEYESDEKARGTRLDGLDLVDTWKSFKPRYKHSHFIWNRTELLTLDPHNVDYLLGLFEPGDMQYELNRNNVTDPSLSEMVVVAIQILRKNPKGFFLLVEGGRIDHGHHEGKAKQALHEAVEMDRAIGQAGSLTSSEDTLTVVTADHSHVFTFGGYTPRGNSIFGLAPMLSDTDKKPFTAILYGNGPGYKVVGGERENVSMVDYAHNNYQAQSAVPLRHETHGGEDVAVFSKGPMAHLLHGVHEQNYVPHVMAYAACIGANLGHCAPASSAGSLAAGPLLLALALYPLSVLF
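Test system – human TNAP · Doses – 20 µM single point · Incubation – 30 min, room temperature · Signal – luminescent substrate turnover signal · Read-out basis – activation factor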
TNAP inh hi DEA – blocks human TNAP under high phosphate acceptor concentration; P05186; purified TNAP, CDP-star luminescence, 1 M DEA; inhibition, % at 20 µM; hit rate 0.03% among 200,000; AID 1135;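 active = over 50% inhibition of tissue-nonspecific alkaline phosphatase at 20 µM in the single-dose screen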;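 also: plate controls were DMSO wells for no effect and EDTA-quenched wells as full inhibition for full effect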
PMI act hi M6P – PMI (human) activation, high substrate; P34949; coupled PMI enzyme assay, resazurin fluorescence, 20 min; stronger effect = higher value; 1 = untreated enzyme, 0 = substrate-free blank; activation factor at 20 µM; hit rate 0.34% among 190,000;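 active = activation factor of 2 or more at 20 µM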
Target sequence (P34949 whole entry, looked up): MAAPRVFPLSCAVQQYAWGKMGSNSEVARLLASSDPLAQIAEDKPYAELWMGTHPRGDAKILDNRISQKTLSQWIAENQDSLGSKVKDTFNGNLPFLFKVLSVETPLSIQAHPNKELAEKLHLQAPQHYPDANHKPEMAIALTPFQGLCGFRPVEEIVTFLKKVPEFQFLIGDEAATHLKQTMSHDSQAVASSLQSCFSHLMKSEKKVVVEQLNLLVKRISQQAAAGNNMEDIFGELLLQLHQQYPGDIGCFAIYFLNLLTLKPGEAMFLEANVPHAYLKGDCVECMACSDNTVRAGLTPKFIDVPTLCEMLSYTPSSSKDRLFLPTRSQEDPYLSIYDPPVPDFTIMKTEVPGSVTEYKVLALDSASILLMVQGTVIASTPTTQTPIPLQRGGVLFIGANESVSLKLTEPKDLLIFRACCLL
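assay system = human phosphomannose isomerase with PGI, G6PDH, diaphorase coupling enzymes | quantity = 15 ng/mL PMI | incubation = enzyme reaction with compound 20 min at room temperature | medium = HEPES pH 7.4 buffer with MgCl2 and Tween-20 | compound dosing = one concentration, 20 µM, in 1% DMSO | measured by = Diaphorase-driven resazurin-to-resorufin fluorescence, excitation 544, emission 590 nm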
Diaphorase inh – diaphorase inhibition or chemical oxidation counter-screen | hit rate 0.69% among 190,000 | AID 1217 | inhibition, % at 20 µM | diaphorase resazurin-to-resorufin fluorescence, NADH, 16 min; bacterial (C. kluyveri) enzyme, not human;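 active = primary screen inhibition at 20 µM above a set limit, cut at about 50% in these data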;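 also: plate controls were DMSO with full reaction for no effect and wells lacking NADH for full effect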
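System: Bacterial diaphorase enzyme (C. kluyveri) | Incubation: 16-min room-temperature incubation before reading | Benchmarks: No-NADH positive control and DMSO neutral control | Measured by: Resorufin fluorescence 544/590 nm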
PMI activator – activators of human phosphomannose isomerase. hit rate 0.005% among 190,000. activation factor at 20 µM. P34949. purified human PMI, coupled resazurin fluorescence, 20 min; stronger effect = higher value; 1 = vehicle control, 0 substrate-free wells;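 active = activation factor of 2 or more at 20 µM, relative to plate controls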
Diaph act CS – counter-screen for diaphorase-based assays: diaphorase activators and chemical reducers; Diaphorase/resazurin coupled assay, resorufin fluorescence, 16 min; stronger effect = higher value; 1 = vehicle wells, 0 = NADH-free wells; activation factor at 20 µM; hit rate 0.005% among 190,000;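 active = diaphorase activity raised at least twofold by the compound at 20 µM; inactive = activation factor below 2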
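Material: Clostridium kluyveri diaphorase, purified enzyme; Quantity: enzyme 0.07 U/mL final; Medium: HEPES pH 7.4 buffer with MgCl2 and Tween 20; Dosing: single compound dose of 20 µM, 1% DMSO final; Schedule: 16 min reaction at room temperature; Measured by: red resorufin fluorescence at 544/590 nm excitation/emission.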
FLuc stim CS – firefly luciferase counter-screen for stimulation assays | P08659 | ATPlite luciferase biochemical, luminescence, 10 min; 0 = ATP-free wells, 1 = DMSO control | activation factor at 10 µM | 200,000 tested, under 10 active;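 active = luciferase activation factor, scaled between plate controls, of at least 2 with compound at 10 µM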
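Material: Luciferase/luciferin reagent mix; Doses: test compounds dosed from 2 mM stocks in 100% DMSO; Schedule: 10 min incubation after luciferase reagent addition, room temperature; Measured by: luminescence from luciferase reaction; Read-out: luminescence gain marking luciferase activators.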
HMGR II inh – inhibitors of class II HMG-CoA reductase from Enterococcus faecalis; inhibition, % at 10 µM; purified E. faecalis HMGR, NADPH absorbance 340 nm kinetic; hit rate 0.41% among 190,000;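 active = inhibition above a set limit, the median over all tested compounds plus 3 SD, cut at about 9.5% in these data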;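 also: enzyme runs in reverse so mevalonate oxidation gives rising NADPH absorbance; 0% = complete reaction with DMSO and 100% = background rate lacking mevalonate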
TNAP inh no acc – TNAP (human) inhibition, acceptor-free conditions; P05186; purified TNAP, CDP-star luminescence, 30 min; inhibition, % at 20 µM; hit rate 0.26% among 200,000; AID 1012;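 active = tissue-nonspecific alkaline phosphatase inhibition above about 50% at 20 µM in the single-dose screen, limit read from the data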;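 also: 0% = DMSO negative control and 100% = EDTA positive control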
G6PDH CS – counter-screen for G6PDH assay hits: L. mesenteroides G6PDH inhibition; hit rate 0.12% among 200,000; inhibition, % at 5 µM; Purified L. mesenteroides G6PDH, diaphorase/resazurin coupled fluorescence, 45 min; in the data active = inhibition above about 50%
Numbers without * were called inactive; . = not tested or not shown.

#	Compound	TNAP act hi DEA	TNAP inh hi DEA	PMI act hi M6P	Diaphorase inh	PMI activator
1	Cc1cc(C)c2sc(N(CCCN(C)C)C(=O)CN3C(=O)c4ccccc4C3=O)nc2c1	1	-1.0	1.1	-15.2	1.2
2	O=C(NCc1ccc2c(c1)OCO2)c1nn(-c2ccccc2)c(=O)c2ccccc12	1	-4.2	0.9	13.4	1
3	O=C(NNC(=O)c1cc(-c2ccc(Cl)cc2Cl)nc2ccccc12)Nc1ccccc1	1	-2.9	1	-5.4	1
4	CN(C=C1C(=O)CC(C)(C)CC1=O)CCN1CCNCC1	1	0.2	1	3.0	1
5	CC(=O)Nn1cc2c(c1-c1ccccc1)c(=O)n(C)c(=O)n2C	1.1	-6.4	1.3	11.4	1.3
6	Cc1ccc2c(c1)C1CN(C)CCC1N2C(=S)Nc1ccc(Cl)cc1Cl (stereo not drawn)	1	1.8	0.9	5.0	0.9
7	COc1ccccc1Nc1nc2nonc2[nH]c1=O	1.1	-5.2	0.9	20.7	0.9
8	CCOc1cc(C=O)ccc1OCCSc1ccc(Cl)cc1	1.1	-6.2	0.6	-7.0	0.9
9	CCCCCCCC(=O)N/N=C/c1ccc([N+](=O)[O-])o1	1	1.5	1.2	8.5	1
10	CCCCSCc1[nH]c(=O)[nH]c1C(=O)CCCCC(=O)OCC	1	-2.7	0.9	11.0	0.9

#	Diaph act CS	FLuc stim CS	HMGR II inh	TNAP inh no acc	G6PDH CS
1	1.2	1	-6.7	-1.9	3.6
2	0.9	1.1	3.4	2.3	4.6
3	1.1	1	-5.7	-10.0	-0.1
4	1	1.1	-3.5	-9.0	-3.3
5	0.9	1	-11.3	-9.5	14.0
6	0.9	1	-3.2	-6.6	3.2
7	0.8	1	-0.7	-11.4	15.4
8	1.1	1	-6.3	-8.0	4.4
9	0.9	1.1	-5.2	7.5	-18.7
10	0.9	1	-4.2	-22.5	-15.8

Pulled by compound from above, 5 records:
#	Compound	TNAP act hi DEA	TNAP inh hi DEA	PMI act hi M6P	Diaphorase inh	PMI activator
5	CC(=O)Nn1cc2c(c1-c1ccccc1)c(=O)n(C)c(=O)n2C	1.1	-6.4	1.3	11.4	1.3
3	O=C(NNC(=O)c1cc(-c2ccc(Cl)cc2Cl)nc2ccccc12)Nc1ccccc1	1	-2.9	1	-5.4	1
1	Cc1cc(C)c2sc(N(CCCN(C)C)C(=O)CN3C(=O)c4ccccc4C3=O)nc2c1	1	-1.0	1.1	-15.2	1.2
6	Cc1ccc2c(c1)C1CN(C)CCC1N2C(=S)Nc1ccc(Cl)cc1Cl (stereo not drawn)	1	1.8	0.9	5.0	0.9
9	CCCCCCCC(=O)N/N=C/c1ccc([N+](=O)[O-])o1	1	1.5	1.2	8.5	1

#	Diaph act CS	FLuc stim CS	HMGR II inh	TNAP inh no acc	G6PDH CS
5	0.9	1	-11.3	-9.5	14.0
3	1.1	1	-5.7	-10.0	-0.1
1	1.2	1	-6.7	-1.9	3.6
6	0.9	1	-3.2	-6.6	3.2
9	0.9	1.1	-5.2	7.5	-18.7

(cont.)
#	Compound	TNAP act hi DEA	TNAP inh hi DEA	PMI act hi M6P	Diaphorase inh	PMI activator
11	C/C(=N\Nc1cc(C(F)(F)F)ccc1Cl)c1ccccc1O	1	-0.8	0.9	17.3	0.9
12	CCN(CC)c1ccc(N=Cc2cc(Br)ccc2O)cc1	0.9	5.2	0.4	42.9	0.6
13	COc1cc(C(=O)NC(=S)Nc2cccc(-c3cc4ccccc4oc3=O)c2)cc(OC)c1OC	1	-4.0	0.9	15.4	0.9
14	COc1ccc(CCn2c(C)cc(C(=O)CSc3nnc(N)s3)c2C)cc1	1	-2.7	1.3	21.9	1.3
15	CCCCCCCCS(=O)c1sc2nc(C)cc(C)c2c1N (stereo not drawn)	1	1.2	1.9	11.1	1.6
16	Cc1nc2ncnn2c(C)c1CCC(=O)N1CCN(c2ccccn2)CC1	1	-3.6	1	-7.6	1
17	CCOCCCNC(=O)CSc1ccccc1	1.1	-5.6	1	5.6	1
18	Cn1c(=O)c2c(nc(CN3CCN(CCO)CC3)n2Cc2cccc3ccccc23)n(C)c1=O	1	-1.2	1	1.6	0.9
19	Clc1ccccc1Cn1nnc2c(NCCN3CCOCC3)ncnc21	1	-3.8	0.9	8.9	1
20	CN1CCN(C(=S)NC(=O)/C=C/c2cccc3ccccc23)CC1	1	-1.0	0.9	11.4	0.9

#	Diaph act CS	FLuc stim CS	HMGR II inh	TNAP inh no acc	G6PDH CS
11	0.8	1	-6.7	-18.2	20.2
12	0.6	0.9	7.1	-75.4	12.4
13	0.8	1.1	0.8	-4.6	0.0
14	0.8	1.1	6.4	-7.8	-0.4
15	0.9	1.1	-0.6	-12.3	0.9
16	1.1	1	-1.3	-9.6	2.8
17	0.9	1	0.1	-15.9	-7.1
18	1	1	.	-4.3	3.7
19	0.9	1	-12.0	-8.5	-5.4
20	0.9	1.1	0.0	-8.6	-23.1

Next structures
#	Compound	TNAP act hi DEA	TNAP inh hi DEA	PMI act hi M6P	Diaphorase inh	PMI activator
21	CC(NC(=O)c1ccc(CS(=O)(=O)Cc2ccccc2F)o1)c1ccc2c(c1)OCCO2 (stereo not drawn)	1	-4.8	0.8	31.0	0.9
22	Cc1ccc(S(=O)(=O)/C=C2\NC(=O)CS2)cc1	1	2.7	0.9	7.5	0.9
23	CCC(C(=O)Nc1ncn[nH]1)(C(F)(F)F)C(F)(F)F	1	-2.0	0.9	10.9	0.9
24	COC(=O)c1cccc(CSc2nnc(-c3ccco3)n2-c2ccccc2)c1	1	-0.6	1	10.0	0.9
25	N#Cc1ccc(/C=N/N=C(N)N)cc1	1	-1.5	1.1	4.0	1
26	CC(=O)c1c(N2CCOCC2)nc(=O)n(-c2ccccc2)c1C	1	-1.6	1	6.4	1
27	CSCCC(NC(N)=O)C(=O)NCc1ccccc1Cl (stereo not drawn)	1	-4.0	1.1	1.8	1
28	CC(C)[C@H](NC(=O)c1ccc(F)cc1)C(=O)OCC(=O)NC(=O)c1cccn1C	0.8	18.9	0.9	12.9	0.9
29	COc1ccc(-c2nc(CS(=O)CC(=O)NCCCN3CCCC3)c(C)o2)cc1OC (stereo not drawn)	1	-3.5	1	-16.0	1
30	CC1=C(C(=O)NCc2ccccc2)C(c2ccc(C)o2)n2ncnc2N1 (stereo not drawn)	1	1.3	1	8.0	1

#	Diaph act CS	FLuc stim CS	HMGR II inh	TNAP inh no acc	G6PDH CS
21	0.7	1	4.4	-12.4	8.1
22	0.9	1	-2.4	-7.9	1.3
23	0.9	1	-7.1	-8.3	6.6
24	0.9	1	-8.4	-4.6	4.5
25	1	1	-4.5	-7.9	9.6
26	0.9	1	3.8	-7.0	-1.9
27	1	1	-0.1	-10.3	17.9
28	0.9	1	1.5	-16.2	-10.1
29	1.2	1	-1.7	-10.1	10.4
30	0.9	1	2.2	-8.1	5.0

Next section.
#	Compound	TNAP act hi DEA	TNAP inh hi DEA	PMI act hi M6P	Diaphorase inh	PMI activator
31	Cc1ccc(CNc2ccc(S(=O)(=O)N3CCOCC3)cc2[N+](=O)[O-])cc1	1	3.1	0.9	15.8	0.9
32	COc1cc2c(cc1NC(=O)Nc1cccc(C)c1)oc1ccccc12	1	-2.7	0.9	15.7	0.9
33	O=C(COC(=O)CCCN1C(=O)c2ccccc2C1=O)Nc1cc(Cl)cc(Cl)c1	1	-4.2	0.8	20.9	0.9
34	CCOC(=O)c1sc(NC(=O)CSc2n[nH]c(CC(C)C)n2)nc1C	1.1	-5.5	0.9	25.7	0.9
35	COC(=O)c1ccc(C(NC(=O)c2cccnc2)NC(=O)c2cccnc2)cc1	1	-4.4	1.1	1.2	1.2
36	CN(C)c1nc(OCCNC(=O)Nc2ccccc2)nc(N2CCOCC2)n1	1	-3.9	0.9	19.4	0.9
37	Cc1ccc(Nc2ccc3nonc3c2[N+](=O)[O-])cc1	0.9	14.0	0.9	11.3	0.9
38	O=C(/C=C/c1ccc(-c2ccc(F)cc2)o1)N1CCCC1	1	-1.8	1	2.4	1.2
39	Cc1cc(C)c(C)c(S(=O)(=O)NCC(=O)Nc2sc3c(c2C(N)=O)CCCC3)c1C	1.1	-5.7	0.9	15.2	0.9
40	O=C(CN(Cc1ccco1)S(=O)(=O)c1cccs1)Nc1ccccc1C(F)(F)F	1	-4.7	0.8	28.3	0.8

#	Diaph act CS	FLuc stim CS	HMGR II inh	TNAP inh no acc	G6PDH CS
31	0.8	1.1	-1.4	-8.4	-14.1
32	0.8	1.1	2.0	-2.5	1.0
33	0.8	1.1	-2.5	-8.8	-3.9
34	0.7	1.1	2.2	35.1	-1.4
35	1	1.1	-5.3	2.3	1.9
36	0.8	1	-7.3	-9.0	0.3
37	0.9	1	-5.6	-1.2	2.8
38	1	0.9	-2.0	-5.5	0.2
39	0.8	1	-3.5	-6.3	-1.6
40	0.7	1	-5.1	-13.9	3.6

Continuation:
#	Compound	TNAP act hi DEA	TNAP inh hi DEA	PMI act hi M6P	Diaphorase inh	PMI activator
41	O=C(NCCCN1CCCCCC1)C1CC(=O)N(CCc2ccccc2)C1 (stereo not drawn)	1.1	-5.0	1	-21.6	0.9
42	Cc1nnc(SCc2cccs2)[nH]c1=O	1	2.2	1	5.4	1
43	O=C(CSc1ccccc1)Nc1ccccc1C(=O)O	1	-2.1	0.9	11.6	0.9
44	O=C(Nc1ccc(F)c([N+](=O)[O-])c1)C1CC(=O)N(Cc2ccccc2)C1 (stereo not drawn)	1	-4.9	0.9	16.6	0.9
45	CC1CCCCC1NC(=O)COC(=O)c1ccccc1NC(=O)c1ccco1 (stereo not drawn)	1.1	-6.2	1	2.9	0.9
46	N/C(=N\OC(=O)COc1ccc(Br)cc1Cl)c1ccncc1	1	0.5	1	-0.5	1.1
47	COc1cc2[nH]c(=S)nc(Nc3ccc(NC(C)=O)cc3)c2cc1OC	1	-2.7	1.3	33.6	1.3
48	CCN(CC)S(=O)(=O)c1cccc(C(=O)Nc2nc3cc4c(cc3s2)OCCO4)c1	1.1	-9.7	0.9	22.0	1

#	Diaph act CS	FLuc stim CS	HMGR II inh	TNAP inh no acc	G6PDH CS
41	1.2	1	-5.0	-9.4	-0.1
42	0.9	1	-1.4	-2.1	-1.3
43	0.9	0.9	-5.9	-8.7	-5.3
44	0.8	1.1	-5.9	-10.4	2.3
45	1	1	-9.6	-48.3	11.3
46	1	0.9	-1.6	-12.2	7.8
47	0.7	1.1	-4.9	-1.8	1.7
48	0.8	1.1	-1.2	-10.5	-7.3
